# Anesthetic bind – qHTS Assay for Identification of Novel General Anesthetics | Ferritin light chain (Equus caballus), P02791 | apoferritin/1-aminoanthracene competitive binding, fluorescence | Potency, µM (doses to about 77.5 µM), inactives show at the top dose activity change, negative = displacement, most hits filed as inhibitors | 350,000 tested, 0.074% active; further: on the % scale 0 is the no-effect control and ±100 the full control effect; nearly all actives have a fitted effect of over 20% in size
# Target sequence (P02791 2-175 limits assumed): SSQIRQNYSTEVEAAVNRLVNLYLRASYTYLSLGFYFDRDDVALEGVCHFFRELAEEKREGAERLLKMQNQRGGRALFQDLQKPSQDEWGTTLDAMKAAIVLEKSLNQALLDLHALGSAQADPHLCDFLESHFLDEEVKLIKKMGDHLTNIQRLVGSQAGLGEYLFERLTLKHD
#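 Steps: apoferritin (10 uM) was premixed with half-saturated 1-AMA in PBS, compounds were pin-transferred, plates stood 10 min at room temperature, fluorescence was read at 380/535 nm, and curves were fitted with a Hill equation.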
# BLM helicase inh – qHTS Assay for Inhibitors of Bloom's syndrome helicase (BLM); Potency, µM (top dose mostly 56.1 µM), inactives show at the top dose activity change, negative = inhibition, usual class: inhibitors; AID 2528, 2010; RecQ-like DNA helicase BLM (Homo sapiens), P54132; recombinant BLM DNA unwinding, fluorescence dequenching; 350,000 tested, 0.2% active;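 further: plate controls were vehicle for no effect and no enzyme for full effect; nearly all actives have a fitted effect of over 35% in size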
# APEX1 inh – qHTS Assay for Inhibitors of the Human Apurinic/apyrimidinic Endonuclease 1 (APE1). recombinant APE1, TAMRA/BHQ-2 abasic DNA cleavage fluorescence. Potency, µM (titrated, usually from 65.8 µM), without a hit: at the top dose activity change, negative = inhibition, actives largely listed as inhibitors. 350,000 tested, 0.35% active. AID 2517, 2012;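 further: plate controls were vehicle for no effect and reference inhibitor for full effect; nearly all actives have a fitted effect of over 55% in size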
# Target sequence (P27695 whole entry, looked up): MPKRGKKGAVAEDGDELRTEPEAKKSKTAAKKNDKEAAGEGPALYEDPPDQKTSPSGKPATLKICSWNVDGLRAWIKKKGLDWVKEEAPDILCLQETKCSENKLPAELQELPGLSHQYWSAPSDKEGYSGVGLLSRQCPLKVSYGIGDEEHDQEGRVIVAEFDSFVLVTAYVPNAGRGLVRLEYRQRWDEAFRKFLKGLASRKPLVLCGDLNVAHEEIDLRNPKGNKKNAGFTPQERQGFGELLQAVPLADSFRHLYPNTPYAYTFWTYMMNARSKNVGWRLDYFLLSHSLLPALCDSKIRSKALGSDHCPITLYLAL
#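 0.75 nM APE1 + cpd, 15 min RT; start w/ 50 nM TAMRA/BHQ-2 THF-abasic dsDNA; kinetic fluor 525/598 nm ×3 reads @60 s; Δ(read3−read1); normalized to DMSO and NSC13755 control wells.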
# POLH inh – qHTS for Inhibitors of Polymerase Eta; recombinant Pol eta, fluorescent DNA replication assay; AID 588591, 2011; Potency, µM (series often up to 114 µM), for inactives: top-dose activity change, negative = inhibition, actives largely listed as inhibitors; DNA polymerase eta (Homo sapiens), Q9Y253; 390,000 tested, 1.2% active; further: on the % scale 0 is the no-effect control and ±100 the full control effect
#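 Fluorescent replication assay: 50 nM final substrate added after a 15 min room-temperature compound preincubation with 10 nM enzyme. Signal taken at 0 min and again at 10 min.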
# BAZ2B block – qHTS Assay for Inhibitors of BAZ2B; AlphaScreen BAZ2B-H3K14Ac peptide displacement; Potency, µM (highest dose often 114 µM), for inactives: at the top dose activity change, negative = inhibition, hits mostly inhibitors; 360,000 tested, 4.4% active; further: on the % scale 0 is the no-effect control and ±100 the full control effect; nearly all actives have a fitted effect of over 60% in size
#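 Protein-peptide AlphaScreen: BAZ2B 50 nM, b-H3K14Ac 50 nM, 1x PBS pH 7.4 + 0.01% Tween-20. Preincubation 30 min RT; cpd 30 min RT (top 110 uM); beads 20 min RT, light-protected.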
# Pol iota inh – qHTS for Inhibitors of Polymerase Iota; Pol iota fluorescent replication assay, 10 min; Potency, µM (titrated, usually from 115 µM), for inactives: at the highest dose activity, negative = inhibition, actives largely listed as inhibitors; 390,000 tested, 1% active
#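 Pol iota at 10 nM preincubated 15 min with compounds at room temperature; reaction started with fluorescent substrate, 50 nM final. Fluorescence read kinetically at 0 and 10 min; buffer-only wells as negative control.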
# POLK inh – qHTS for Inhibitors of Polymerase Kappa; DNA polymerase kappa (Homo sapiens), Q9UBT6; purified Pol kappa, fluorescent DNA synthesis assay, 10 min; Potency, µM (top dose mostly 107 µM), inactives show top-dose activity, negative = inhibition, hits mostly inhibitors; 400,000 tested, 0.53% active; AID 588579, 2011; further: on the % scale 0 is the no-effect control and ±100 the full control effect
#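 Enzyme at 10 nM met test compounds for 15 min at room temperature. Substrate addition (50 nM final) began the reaction, which was monitored by fluorescence at 0 and 10 min.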
# POLB inh – qHTS Assay for Inhibitors of DNA Polymerase Beta. P06746. Potency, µM (series often up to 114 µM), inactives show top-dose activity change, negative = inhibition, hits mostly inhibitors. AID 485314, 2010. 340,000 tested, 1.3% active. Pol beta primer extension/strand displacement, fluorescence kinetic; further: on the % scale 0 is the no-effect control and ±100 the full control effect
#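 10 nM enzyme + cpd, 15 min RT; start with substrate 50 nM final; read 0 min and after 10 min RT. Corrected, normalized data; 4-parameter Hill curve fit.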
# G9a inh – qHTS Assay for Inhibitors of Histone Lysine Methyltransferase G9a; Histone-lysine N-methyltransferase EHMT2 (Homo sapiens), Q96KQ7; G9a H3K9 monomethylation, AlphaScreen, 2 h; Potency, µM (series often up to 102 µM), for the others: top-dose activity, negative = inhibition, actives largely listed as inhibitors; 350,000 tested, 8.8% active; AID 504332, 2011; further: on the % scale 0 is the no-effect control and ±100 the full control effect; nearly all actives have a fitted effect of over 75% in size
# Target sequence (Q96KQ7 913-1193 limits assumed): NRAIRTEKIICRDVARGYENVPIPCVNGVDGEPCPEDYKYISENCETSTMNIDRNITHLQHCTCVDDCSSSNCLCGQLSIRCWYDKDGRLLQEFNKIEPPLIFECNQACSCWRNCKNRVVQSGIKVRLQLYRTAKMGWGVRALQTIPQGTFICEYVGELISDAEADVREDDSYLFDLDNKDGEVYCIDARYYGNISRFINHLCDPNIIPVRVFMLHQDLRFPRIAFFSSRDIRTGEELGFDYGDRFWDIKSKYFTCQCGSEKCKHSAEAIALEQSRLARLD
#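 Enzyme 20 nM + cpd, 15 min RT; add b-H3K9 pep 500 nM / SAM 20 uM; 2 h RT; anti-H3K9me1 Ab 0.5 ug/mL + SA donor / anti-rabbit acceptor beads 20 ug/mL each, 10 min; AlphaScreen read.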
# * = called active by the depositor; ? = inconclusive; . = not tested or not shown; [ ] = another dose, or the depositor's remark. The call rests on the fitted dose curve; in most records, active means well fitted curve in the direction sought with a large enough effect; inconclusive means small, poorly fitted or top-dose-only effect, or another doubt; inactive means no such curve, though single readings can be large; an effect the other way counts as inactive or inconclusive. Potency means the concentration at half of the fitted maximal effect.
SMILES,Anesthetic bind,BLM helicase inh,APEX1 inh,POLH inh,BAZ2B block,Pol iota inh,POLK inh,POLB inh,G9a inh
O=c1[nH]c(/C(Cl)=C/c2cccc(C(F)(F)F)c2)nc2cc(Cl)ccc12,-4.4%,2.4%,1.1%,-16.4%,5.5%,-3.4%,-12.4%,9.7%,7.4%[59 µM]
CCC(=O)Nc1ccc2c(c1)nc(CN1CCN(C(C)=O)CC1)n2C,-3.3%,-1.4%,2.3%,-11.0%,-3.4%,19.2%,-3.6%,-0.3%,19.0%
COc1ccc(-c2[nH]ncc2CN(C)CC2CCCCO2)cc1F (configuration not stated),-6.3%,-5.4%,-2.4%,-11.1%,-14.5%,3.2%,-10.7%,0.0%,-35.0%
COc1ccc(CCC(=O)NNC(=O)c2ccc(OC)cc2)cc1,-1.4%,-0.3%,6.4%,-10.5%,6.7%,38.1%[activator],-4.2%,44.7%,31.8%[activator]
COc1cc(NC(=O)c2cc3nc(C4CC4)cc(C(F)(F)F)n3n2)c(OC)cc1Cl,-12.8%,-12.0%,-3.2%,?,?,-18.2%,-11.1%,?,6.7%[12.7 µM]
Cc1onc(-c2ccccc2)c1C(=O)N/N=C/C=C/c1ccccc1,-11.5%,-3.5%,?,-23.8%,-13.8%,17.4%,-1.2%,-0.2%,9.2%
CCCn1nc(C(=O)N2CCN(S(=O)(=O)c3ccc(C)c(C)c3)CC2)c2ccccc2c1=O,.,.,5.6%,-18.6%,5.1%,14.4%,-24.6%,.,-19.7%[12.7 µM]
COC(=O)Cc1ccc(NC(=S)NN2CCOCC2)cc1,-0.2%,-2.0%,2.8%,-13.4%,-13.2%,18.9%,-4.3%,40.3%,-3.1%[59 µM]
CC(C)c1ccccc1NC(=O)COC(=O)/C=C/c1cccc([N+](=O)[O-])c1,9.0%,-13.1%,-0.1%,-6.5%,11.2%,25.6%,6.5%,?,4.9%
CC(C)[C@H](NC(=O)C1CCN(S(=O)(=O)c2ccccc2)CC1)C(=O)NCc1ccncc1,-5.1%,2.4%,20.6%,-1.8%,-3.2%,38.3%,11.5%,10.3%,-9.0%
O=S(=O)(Nc1ccc(-c2ccc3nncn3n2)cc1)c1cc(F)ccc1F,.,.,2.7%,0.5%,-2.0%,-9.6%,-1.0%,.,-11.0%
Cc1ccc(C(=O)NCc2ccc3c(c2)OCO3)cc1,-23.0%,-3.9%,1.8%,-3.6%,-2.0%,?,-9.3%,-13.7%,7.0%
O=C(COc1ccccc1F)Nc1ccc2nc(SCc3ccccc3)sc2c1,55.6%[activator],-4.8%,.,-14.1%,-10.1%,14.7%,-1.9%,30.2%,6.1%[59 µM]
CCOC(=O)C1CCCN(C(=O)CCCn2nc(C)n3c(cc4sccc43)c2=O)C1 (configuration not stated),-5.5%,4.3%,-1.6%,-13.4%,-4.6%,14.4%,0.2%,33.1%,-10.8%
CN1CCN(/N=C/c2ccc(OCc3ccccc3)cc2)CC1,2.3%,3.8%,21.1%,-7.2%,?,-19.6%,-11.8%,10.2%,.
COc1ccc(Oc2ncc3nc(-c4ccccc4)c(=O)n(CCC#N)c3n2)cc1,.,-1.0%,2.6%,.,.,.,0.0%[60.1 µM],.,0.7%[12.7 µM]
O=C(N/N=C/C=C/c1ccccc1[N+](=O)[O-])c1cc(-c2cccnc2)nc2ccccc12,-12.2%,-10.9%,0.4%,0.3%,?,?,-40.1%,3.0%,-0.2%
O=C(Nc1cccc(S(=O)(=O)N2CCCCC2)c1)C1CC(=O)N(c2ccc3c(c2)OCCO3)C1 (configuration not stated),-17.8%,-6.0%,-13.5%,-22.6%,-13.7%,13.8%,-2.0%,2.6%,-19.7%
C#CCOCCOCCOCCNc1nc(N2CCN(C(=O)C(Cc3cc4ccccc4[nH]3)n3cc(C(N)Cc4ccc(O)cc4)nn3)CC2)nc(N2CCN(C(=O)C(CCC(=O)O)n3cc(C(N)C(C)CC)nn3)CC2)n1 (configuration not stated),.,.,5.0%,-5.2%,31.6µM*,?,-7.2%,.,-29.3%[2.33 µM]
CCCC(=O)Nc1ccccc1NC(=O)c1ccc(OCC)c(OCC)c1,-2.1%,-5.4%,-2.6%,4.2%,-12.4%,51.1%[activator],4.8%,-0.2%,-0.3%

# Next section (2 carried over from the part before).
SMILES,Anesthetic bind,BLM helicase inh,APEX1 inh,POLH inh,BAZ2B block,Pol iota inh,POLK inh,POLB inh,G9a inh
C#CCOCCOCCOCCNc1nc(N2CCN(C(=O)C(Cc3cc4ccccc4[nH]3)n3cc(C(N)Cc4ccc(O)cc4)nn3)CC2)nc(N2CCN(C(=O)C(CCC(=O)O)n3cc(C(N)C(C)CC)nn3)CC2)n1 (configuration not stated),.,.,5.0%,-5.2%,31.6µM*,?,-7.2%,.,-29.3%[2.33 µM]
CCCC(=O)Nc1ccccc1NC(=O)c1ccc(OCC)c(OCC)c1,-2.1%,-5.4%,-2.6%,4.2%,-12.4%,51.1%[activator],4.8%,-0.2%,-0.3%
CC(OC(=O)c1c2c(nc3ccccc13)/C(=C\c1ccc3c(c1)OCO3)CCC2)C(=O)Nc1ccc(S(N)(=O)=O)cc1 (configuration not stated),-10.5%,-12.0%,6.5%,-19.1%,-6.1%,0.5%,-4.5%,33.8%,-6.9%[59 µM]
CN(C(=O)CSc1nnc2[nH]c(=O)cc(-c3ccccc3)n12)c1ccccc1,57.1%[activator],-2.2%,.,-7.4%,9.1%,3.2%,-13.3%[60.1 µM],8.6%,45.2%[59 µM]
CCC1SC(CC)C(=O)N(CC(=O)Nc2ccc3c(c2)OCO3)C1=O (configuration not stated),3.6%,3.7%,-5.8%,-14.3%,-8.3%,-14.7%,-11.2%,-9.0%,12.7%
Cc1nnsc1C(=O)NNC(=O)c1cccc2ccccc12,-7.0%,-4.7%,-1.1%,0.1%,2.1%,1.2%,-6.1%,-14.9%,-4.0%
CSc1nc(N)nc(C2CC2)n1,2.8%,-2.3%,2.2%,-20.1%,1.0%,57.1%[activator],3.7%,-0.4%,10.7%
O=C1CSC(c2ccc(Cl)cc2)N1C1CCCCC1 (configuration not stated),?,2.2%,5.7%,-7.9%,7.0%,-0.8%,-17.0%,34.4%,12.5%[59 µM]
COc1ccc(CNS(=O)(=O)c2ccc3c(c2)CCN3C(=O)C2CCC2)cc1,-7.3%,-1.0%,14.0%,-21.1%,-2.7%,58.7%[activator],-0.9%,19.5%,-9.4%[59 µM]
CN(C)C(CNC(=O)c1ccc(S(=O)(=O)Nc2ccccc2F)cc1)c1ccccc1 (configuration not stated),-13.0%,-1.6%,26.3%,-10.1%,-18.2%,17.6%,-14.5%,?,?
CC1(C)CC(NCc2ccc3c(c2)OCO3)CCO1 (configuration not stated),-13.9%,-2.8%,1.3%,-1.3%,2.5%,8.2%,9.3%,7.0%,17.9%
CC1CCCN(C(=O)C2CCN(Cc3ccc4c(c3)OCO4)CC2)C1 (configuration not stated),1.1%,0.1%,66.1%[activator],-11.0%,-32.4%,3.3%,0.4%,3.3%,50.1µM*
C=CCn1c(C)c(C(C)=O)c(SC)nc1=S,-14.1%,0.2%,-4.8%,-16.1%,-1.0%,8.8%,-1.8%,28.4%,-10.0%
COc1ccc(OCC(=O)O/N=C(\N)c2ccc(OC)c(OC)c2)cc1,-0.9%,-6.3%,-1.1%,-23.8%,16.2%,16.2%,0.9%,28.5%,9.6%[59 µM]
CN(C)c1cccc(C(=O)NC2CCCCCC2)c1,1.6%,-2.2%,1.4%,?,-34.3%,16.7%,-1.2%,-1.7%,8.91µM*
CC1(C)CC(=O)C(C2=NC(C)(C)Cc3ccccc32)=C(O)C1,-8.3%,0.3%,1.5%,-15.4%,-4.7%,30.2%[activator],-7.9%,3.1%,5.8%[59 µM]
COc1cc2nc(COc3ccc(C#N)cc3)n(CC#N)c(=O)c2cc1OC,-21.0%,3.6%,-3.2%,-12.2%,15.8%,11.1%,2.0%,5.4%,-6.5%[59 µM]
COC(=O)C1=C(N)Oc2cc(C)n(CCN3CCOCC3)c(=O)c2C1c1cccnc1 (configuration not stated),-5.9%,-1.8%,-3.8%,-10.3%,20.9%,-5.8%,-3.8%,2.0%,-3.7%[59 µM]
C#CCOCCOCCOCCNc1nc(N2CCN(C(=O)[C@H](CCC(=O)O)n3cc(CN)nn3)CC2)nc(N2CCN(C(=O)[C@H](CCC(=O)O)n3cc([C@@H](N)[C@H](C)CC)nn3)CC2)n1,.,.,4.6%,1.2%,.,-15.9%,-21.2%,.,.
Cc1cccc(NC(=O)CCSc2nncn2C)c1,-1.8%,1.3%,3.3%,-10.7%,0.3%,9.2%,-11.1%,0.0%,18.6%[59 µM]
CCCCC(=O)NC(c1cccs1)c1cc(Cl)c2cccnc2c1O (configuration not stated),-17.6%,-4.7%,2.5%,-2.6%,1.7%,49.0%[activator],-1.7%,-0.2%,?
COc1ccc(-n2c(CNC(=O)COc3ccc(Cl)cc3Cl)n[nH]c2=S)cc1,-5.5%,-3.6%,5.8%,-6.1%,0.3%,4.0%,8.4%,48.9%,7.94µM*
O=C(NCc1ccccc1)c1cc(=O)c2ccccc2o1,-12.5%,-2.9%,-0.2%,6.7%,0.8%,-4.7%,-14.9%,0.3%,-42.4%

# Record cards, as listed above.
# CSc1nc(N)nc(C2CC2)n1 is listed as Anesthetic bind: 2.8%; BLM helicase inh: -2.3%; APEX1 inh: 2.2%; POLH inh: -20.1%; BAZ2B block: 1.0%; Pol iota inh: 57.1%[activator]; POLK inh: 3.7%; POLB inh: -0.4%; G9a inh: 10.7%
# CC(OC(=O)c1c2c(nc3ccccc13)/C(=C\c1ccc3c(c1)OCO3)CCC2)C(=O)Nc1ccc(S(N)(=O)=O)cc1 (configuration not stated) is listed as Anesthetic bind: -10.5%; BLM helicase inh: -12.0%; APEX1 inh: 6.5%; POLH inh: -19.1%; BAZ2B block: -6.1%; Pol iota inh: 0.5%; POLK inh: -4.5%; POLB inh: 33.8%; G9a inh: -6.9%[59 µM]

# Some of the compounds tested, so the mix of outcomes need not match the whole.
